RXFP1 agonist: RXFP1 (human) receptor agonism | Potency, µM (highest dose often 57.5 µM), without a hit: top-dose activation, hits mostly activators | HEK293T-RXFP1 cAMP TR-FRET, 30 min; response scale: percent of porcine relaxin response, buffer zero | actives 0.3% (n = 370,000); also: % is scaled to controls: 0 for no effect and ±100 for the full control effect; nearly all actives have a fitted effect of over 60% in size; many of its hits are not listed in these tables
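HEK293T cells stably expressing RXFP1 were pretreated with the PDE4 inhibitor Ro 20174, exposed to compounds for 30 min at 37C, lysed, and cAMP was read by TR-FRET. Data normalized to buffer (basal) and 29 nM porcine relaxin (100%).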
IDH1 R132H inh: human IDH1 R132H inhibition. Potency, µM (doses to about 76.6 µM), inactives show at the highest dose activity change, negative = inhibition, most hits filed as inhibitors. actives 0.093% (n = 390,000). IDH1-R132H enzyme, NADPH consumption, diaphorase/resazurin fluorescence. O75874; also: % is scaled to controls: 0 for no effect and ±100 for the full control effect; nearly all actives have a fitted effect of over 65% in size
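IDH1-R132H (0.5 ug/mL) preincubated 30 min with compound, then NADPH (0.016 mM) and alpha-KG (2 mM) added; 80 min at RT, pH 7.5. Remaining NADPH coupled via diaphorase/resazurin to fluorescence (540/590 nm); concentration-response curves normalized to no-enzyme control.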
TrxR1 substrate: is turned over as a substrate by rat TrxR1; O89049; purified TrxR1 substrate turnover, NADPH consumption readout; Potency, µM (top dose mostly 114 µM), without a hit: top-dose activity change, negative = substrate turnover; actives 0.01% (n = 390,000); AID 588456; also: % is scaled to controls: 0 for no effect and ±100 for the full control effect; nearly all actives have a fitted effect of over 50% in size
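Rat TrxR1, dispensed at 90 nM, was prereduced with 400 uM NADPH (final) for 5 min at ~22 deg C, then incubated with compound 15 min before 400 uM selenite. A first-read NADPH fluorescence drop versus no-compound background flagged substrates.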
USP1-UAF1 inh: USP1/UAF1 (human) deubiquitinase inhibition. O94782. recombinant USP1/UAF1, Ub-Rhodamine cleavage fluorescence. Potency, µM (titrated, usually from 57.1 µM), for the others: at the top dose activity change, negative = inhibition, actives largely listed as inhibitors. actives 0.23% (n = 390,000); also: % is scaled to controls: 0 for no effect and ±100 for the full control effect; nearly all actives have a fitted effect of over 60% in size; inactives centre near -12
Target sequence (O94782 whole entry, looked up): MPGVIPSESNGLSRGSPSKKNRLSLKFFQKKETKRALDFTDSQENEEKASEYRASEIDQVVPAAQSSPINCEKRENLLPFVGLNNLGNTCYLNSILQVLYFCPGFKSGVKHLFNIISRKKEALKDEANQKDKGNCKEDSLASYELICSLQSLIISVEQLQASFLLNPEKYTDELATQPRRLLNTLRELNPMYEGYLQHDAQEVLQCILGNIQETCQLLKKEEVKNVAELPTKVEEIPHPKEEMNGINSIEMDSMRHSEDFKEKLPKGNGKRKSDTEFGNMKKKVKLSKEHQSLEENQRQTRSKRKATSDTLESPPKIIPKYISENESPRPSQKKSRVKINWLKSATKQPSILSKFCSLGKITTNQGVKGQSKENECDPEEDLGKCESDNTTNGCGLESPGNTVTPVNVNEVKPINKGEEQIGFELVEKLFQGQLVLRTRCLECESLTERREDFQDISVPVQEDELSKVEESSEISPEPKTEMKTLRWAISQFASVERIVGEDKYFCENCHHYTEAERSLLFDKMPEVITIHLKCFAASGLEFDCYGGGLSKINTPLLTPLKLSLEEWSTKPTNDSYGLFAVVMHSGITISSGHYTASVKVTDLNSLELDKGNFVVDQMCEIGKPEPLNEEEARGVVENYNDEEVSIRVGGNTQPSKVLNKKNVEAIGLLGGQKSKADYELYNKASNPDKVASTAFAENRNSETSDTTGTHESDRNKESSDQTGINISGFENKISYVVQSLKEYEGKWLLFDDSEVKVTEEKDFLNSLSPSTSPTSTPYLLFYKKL
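In this screen, compounds sit with the deubiquitinase complex (1nM) for 15 min at room temperature before Ub-Rho is added at 150nM final. Fluorescence rise is then followed for 6 reads every 60 seconds.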
rTrxR1 inhibitor: rat TrxR1 inhibition | O89049 | recombinant rTrxR1, NADPH fluorescence consumption, selenite substrate | Potency, µM (top dose mostly 114 µM), for the others: at the highest dose activity change, negative = inhibition, actives largely listed as inhibitors | actives 1% (n = 390,000) | AID 588453; also: % is scaled to controls: 0 for no effect and ±100 for the full control effect; nearly all actives have a fitted effect of over 65% in size
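Rat TrxR1 (90 nM in the dispensed reagent) was pre-reduced with 400 uM NADPH for 5 min at room temperature, then incubated with compound for 15 min. After 400 uM selenite was added, NADPH fluorescence (Ex 340/Em 450 nm) was followed for 8 min.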
RGS4 inh: blocks human RGS4-accelerated GTP hydrolysis; P49798; Transcreener GDP fluorescence polarization, RGS4-accelerated GTP hydrolysis; Potency, µM (highest dose often 114 µM), for the others: at the top dose activity change, negative = inhibition, actives largely listed as inhibitors; actives 0.039% (n = 390,000); also: % is scaled to controls: 0 for no effect and ±100 for the full control effect; nearly all actives have a fitted effect of over 75% in size; some results filed as inactive show a strong effect at the top dose
Target sequence (P49798 whole entry, looked up): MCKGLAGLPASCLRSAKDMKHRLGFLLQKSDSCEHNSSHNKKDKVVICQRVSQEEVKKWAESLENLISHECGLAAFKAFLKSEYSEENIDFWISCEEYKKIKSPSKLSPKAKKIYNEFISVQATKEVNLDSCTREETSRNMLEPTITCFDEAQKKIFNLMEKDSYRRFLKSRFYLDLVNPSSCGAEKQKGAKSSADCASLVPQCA
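MLSMR compounds (23 nl, pin-transferred) preincubated 10 min at room temperature with a 500nM (2x) first reagent, then RGS4 at 900nM (2x) plus Transcreener GDP mix added; fluorescence polarization (620/688 nm) read before and after 90 min at 30 °C.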
12-LOX inh: ALOX12 (human) lipoxygenase inhibition; P18054; purified 12hLO, xylenol orange hydroperoxide absorbance; Potency, µM (series often up to 108 µM), inactives show at the highest dose activity change, negative = inhibition, hits mostly inhibitors; actives 1.1% (n = 580,000); AID 1671190; also: % is scaled to controls: 0 for no effect and ±100 for the full control effect
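Purified human 12hLO (150 nM final) in 25 mM Hepes, 0.01% Triton X-100, pH 7.0 was preincubated 15 min at room temperature with compound. Then 40 uM arachidonic acid was added, 30 min. Hydroperoxide was read by Fe-XO absorbance ratio 573/405 nm.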
Vif-APOBEC3F blk: blocks the Vif interaction with APOBEC3F | HeLa A3F-eYFP + Vif (tagged APOBEC3F with the HIV-1 protein that degrades it), YFP fluorescence increase | Potency, µM (highest dose often 46.1 µM), for the others: at the top dose activity, negative = active | actives 0.2% (n = 390,000); also: % of control where 0% means no effect; nearly all actives have a fitted effect of over 65% in size
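Fluorescence increase (Ex 488/Em 500-530) after overnight compound treatment at 37 deg C flags inhibition of Vif-driven A3F-eYFP loss in stable HeLa A3F-eYFP/Vif cells seeded overnight beforehand.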
Vif-A3G inh: Vif-A3G binding inhibition; Q9HC16; HeLa A3G-eYFP + Vif (tagged APOBEC3G with the HIV-1 protein that degrades it), YFP fluorescence, overnight; Potency, µM (series often up to 46.1 µM), without a hit: at the highest dose activity, negative = active, hits mostly inhibitors; actives 0.076% (n = 410,000); AID 602310;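 also: % is scaled to controls: 0 for no effect and ±100 for the full control effect; nearly all actives have a fitted effect of over 60% in size; hits raise eYFP signal because A3G escapes Vif-driven loss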
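HeLa cells stably expressing Vif and C-terminally eYFP-tagged A3G, seeded overnight at 37 deg C, then exposed to compound by pintool overnight at 37 deg C. Rise in yellow fluorescence (Ex 488/Em 500-530, Acumen) marks blocked Vif-driven A3G degradation.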
* marks the source's active call; other numbers are inactive results; i = inactive; u = inconclusive; x = not tested or not shown; & = joins results of further samples; [ ] = remark or other dose. Calls follow the shape of the dose curve; as a rule, active = well fitted curve in the direction sought with a large enough effect; inconclusive = small, poorly fitted or top-dose-only effect, or another doubt; inactive = no such curve, though single readings can be large; an effect the other way counts as inactive or inconclusive. Potency is read from the fitted curve at half-maximal effect.

SMILES	RXFP1 agonist	IDH1 R132H inh	TrxR1 substrate	USP1-UAF1 inh	rTrxR1 inhibitor	RGS4 inh	12-LOX inh	Vif-APOBEC3F blk	Vif-A3G inh
CC(C)(C)Nc1nc2nonc2nc1NC(C)(C)C	-0.5%	2%	-3%	-8%	3%	6%	-6%	-10%	0%
CC(C)OC(=O)CSc1nc(N2CCOCC2)c2c(c1C#N)CC(C)(C)OC2	0.0%	u	-8%	2%	0%	0%	u	5%	-2%
CCc1ccc(S(=O)(=O)c2nnn3c2nc(N2CCOCC2)c2sccc23)cc1	22%	-20%	8%	-19%	36%	9%	-20%	1%	1%
CC(C)Cc1nn2c(=O)cc(CSCC(=O)Nc3ccccc3F)nc2s1	1.3%	4%	-7%	-22%	14%	-24%[56.9 µM]	-17%	1%	3%
N#Cc1c(-c2ccccc2)c(C#N)c2nc3ccccc3n2c1N	u	6%	7%[57.1 µM]	-4%	15%[57.1 µM]	-46%	5%	-6%	-7%
CCOC(=O)Cn1nc(C)c(NC(=O)COc2ccc([N+](=O)[O-])cc2)c1C	2.1%	5%	-1%[57.1 µM]	u	14%[57.1 µM]	-27%	-2%	-7%	0%
O=C(CCN1CCN(S(=O)(=O)c2ccc(F)cc2)CC1)Nc1ccccc1F	-2.4%	-1%	4%	-23%	6%	-7%	4%	0%	3%
CCC(C)(C)n1nnnc1C(c1cc2ccc(OC)cc2[nH]c1=O)N1CCN(C2CCCCC2)CC1 (stereo not given)	3.4%	2%	6%	-19%	-11%	-7%	-14%	-4%	0%
COc1ccc2oc(=O)c(C(=O)NCc3ccc(C)cc3)cc2c1	1.2%	11%	21%	-23%	25%	-20%	u	-15%	1%
COC(=O)c1cnn(-c2ccc(F)cc2F)c1/C=N/NC(=S)NC(C)(C)C	2.0%	1%	-22%[57.1 µM]	-11%	9%[57.1 µM]	7%	-3%	4%	-6%
CCc1cccc(NC(=S)Nc2ccc(CN3CCOCC3)cc2)c1	-0.3%	-3%	-1%	-15%	u	-5%	u	-2%	1%
COc1ccc(S(=O)(=O)NNc2nc(C)cc(C)n2)cc1[N+](=O)[O-]	0.5%	-10%	0%	-10%	5%	10%	x	-6%	-4%
COc1ccc2c(CC(=O)Nc3cccc(S(=O)(=O)N4CCOCC4)c3)coc2c1	0.8%	3%	-8%	-14%	0%	-19%	-20%	1%	0%
COC(=O)c1cc2oc(C)cc2n1CC(=O)Nc1cc(Cl)ccc1OC	1.8%	18%	3%	-17%	7%	-1%	-14%	2%	-2%
CN(C)c1cccc(NC(=O)Cc2ccc(F)cc2)c1	-2.0%	5%	8%	-3%	23%	7%	u	0%	-2%
N[C@@H](Cc1ccc(O)cc1)c1nnc([C@H](CCC(=O)O)NC(=O)C2CCNCC2)o1	-0.9%	-13%	3%	-33%	19%	-3%	3%	-4%	-4%
CCN(CC(=O)NCc1cccs1)C(=O)C1CC(=O)N(c2ccc(OC)cc2OC)C1 (stereo not given)	-0.4%	-7%	-9%	-2%	1%	-5%	10%&0%	-16%	0%
Cc1cccc(OCC(=O)NC(Cc2ccccc2)C(=O)O)c1 (stereo not given)	-0.4%	0%	-2%	-6%	3%	0%	-20%	-2%	-6%
COc1cc2c(C)nc(C)c(C#N)c2cc1OC	2.4%	7%	5%	-10%	-8%	14%[11.4 µM]	-9%	8%	6%
COc1ccccc1NC(=O)Nc1ccc(CC#N)cc1	3.6%	14%	5%	-20%	40%	1%	u	7%	-1%

Quoted at random: three compounds from above.
SMILES	RXFP1 agonist	IDH1 R132H inh	TrxR1 substrate	USP1-UAF1 inh	rTrxR1 inhibitor	RGS4 inh	12-LOX inh	Vif-APOBEC3F blk	Vif-A3G inh
COc1ccc2oc(=O)c(C(=O)NCc3ccc(C)cc3)cc2c1	1.2%	11%	21%	-23%	25%	-20%	u	-15%	1%
CCN(CC(=O)NCc1cccs1)C(=O)C1CC(=O)N(c2ccc(OC)cc2OC)C1 (stereo not given)	-0.4%	-7%	-9%	-2%	1%	-5%	10%&0%	-16%	0%
COC(=O)c1cnn(-c2ccc(F)cc2F)c1/C=N/NC(=S)NC(C)(C)C	2.0%	1%	-22%[57.1 µM]	-11%	9%[57.1 µM]	7%	-3%	4%	-6%

Later entries:
SMILES	RXFP1 agonist	IDH1 R132H inh	TrxR1 substrate	USP1-UAF1 inh	rTrxR1 inhibitor	RGS4 inh	12-LOX inh	Vif-APOBEC3F blk	Vif-A3G inh
O=C1CSC(c2ccc(Cl)cc2)N1c1cccnc1 (stereo not given)	0.2%	3%	-17%[57.1 µM]	-8%	16%[57.1 µM]	-24%	53%[activator]	-23%	-2%
Cc1ccc(S(=O)(=O)N2CCOCC2)cc1NC(=O)COC(=O)c1ccc(Br)o1	x	1%	-5%	-21%	-2%	-34%	9%	-4%	0%
CN1CCN(CCC(=O)N/N=C/c2cc3c(cc2[N+](=O)[O-])OCO3)CC1	0.7%	2%	3%	-1%	3%	-14%	u	4%	4%
O=C(CN(c1ccccc1F)S(=O)(=O)c1ccccc1)N1CCCCCC1	-1.0%	9%	9%[57.1 µM]	-17%	5%[57.1 µM]	9%	-5%	8%	1%
COc1cc(NC(=O)C2CCN(S(=O)(=O)c3cccs3)CC2)c(C(=O)O)cc1OC	x	5%	x	-24%	x	x	u	0%	-2%
CC1CC(=O)C=C(O)C1C(=O)OC(C)(C)C (stereo not given)	1.4%	9%	12%[57.1 µM]	4%	9%[57.1 µM]	6%	-16%	7%	0%
O=C(CC1Oc2ccccc2NC1=O)NCCCN1CCOCC1 (stereo not given)	0.6%	7%	1%	-15%	21%	0%	2%	4%	3%
COC(=O)c1ccc(NC(=O)Cn2nc(C)c3ccccc3c2=O)cc1	2.7%	-2%	-6%	-22%	11%	-4%	29%	8%	1%
COC(=O)CSc1nc2c(c(=O)n(C)c(=O)n2C)n1CCCc1ccccc1	4.4%	9%	7%	-19%	11%	-18%	i	-10%	4%
CNC(=O)CCn1nc(-c2ccccc2)c2ccccc2c1=O	3.8%	1%	7%[57.1 µM]	-11%	-8%	5%[11.4 µM]	0%	0%	-1%
Cc1c(Cl)cccc1NC(=O)CCC(=O)N/N=C/c1ccc[nH]1	-0.8%	-1%	-9%	-13%	-21%	-40%	-14%	-8%	-4%
Cc1cc(C)cc(NC(=O)CN(Cc2ccccc2)S(C)(=O)=O)c1	0.0%	5%	5%[57.1 µM]	-13%	8%	-12%[11.4 µM]	-17%	3%	-5%
CCC(C)C(=O)N1CCCC(c2nc(-c3cccs3)no2)C1 (stereo not given)	1.0%	1%	-5%	-7%	-2%[57.1 µM]	-20%	-19%	8%	3%
Cc1nc(Nc2ccc(S(N)(=O)=O)cc2)sc1C(=O)Nc1ccccc1	7.9%	13%	-5%[57.1 µM]	-22%	-6%[57.1 µM]	19%	-13%	6%	-9%
Clc1cccc(/C(Cc2nc3ccccc3[nH]2)=N\Nc2ccccc2)c1	-2.8%	-4%	-3%	-10%	3%	-14%	u	u	-20%
CCCCCCn1cc(C(=O)O)c(=O)c2cc(F)c(N3CCN(C)CC3)cc21	-0.8%	12%	17%	-25%	19%	18%	x	7%	1%
COCCNc1nnnc2c1sc1nc(N3CCOCC3)c3c(c12)CC(C)(C)OC3	0.4%	-3%	7%[57.1 µM]	-15%	12%	1%	4%	10%	0%
CC12CC3(C)CC(C)(C1)CC(C(=O)NC(=S)NC(C)(C)C)(C2)C3	-2.6%	6%	4%	-20%	30%	-28%	-23%	3%	-1%
COc1cccc(/C=C/C(=O)NCc2cn3cc(Cl)ccc3n2)c1OC	4.3%	0%	6%[57.1 µM]	0%	3%[57.1 µM]	-25%	1%	-7%	1%
CN(C)c1ccc(/C=N/N=C2/NC(=O)/C(=C/c3ccc([N+](=O)[O-])cc3)S2)cc1	0.2%	7%	-13%	-10%	10%[57.1 µM]	-1%[11.4 µM]	6%	-1%	-14%
COc1ccc(CSC(=N)N)cc1[N+](=O)[O-]	1.2%	2%	3%	-8%	10%	-3%	211%[activator]	-8%	u
COc1ccc(/C=c2\sc3nc(-c4ccccc4OC)nn3c2=O)c(OC)c1	1.4%	-4%	-6%	-17%	6%	22%	-15%	1%	2%

Part of the list above, in markdown.
| SMILES | RXFP1 agonist | IDH1 R132H inh | TrxR1 substrate | USP1-UAF1 inh | rTrxR1 inhibitor | RGS4 inh | 12-LOX inh | Vif-APOBEC3F blk | Vif-A3G inh |
| --- | --- | --- | --- | --- | --- | --- | --- | --- | --- |
| Clc1cccc(/C(Cc2nc3ccccc3[nH]2)=N\Nc2ccccc2)c1 | -2.8% | -4% | -3% | -10% | 3% | -14% | u | u | -20% |
| CCCCCCn1cc(C(=O)O)c(=O)c2cc(F)c(N3CCN(C)CC3)cc21 | -0.8% | 12% | 17% | -25% | 19% | 18% | x | 7% | 1% |
| COCCNc1nnnc2c1sc1nc(N3CCOCC3)c3c(c12)CC(C)(C)OC3 | 0.4% | -3% | 7%[57.1 µM] | -15% | 12% | 1% | 4% | 10% | 0% |
| CC12CC3(C)CC(C)(C1)CC(C(=O)NC(=S)NC(C)(C)C)(C2)C3 | -2.6% | 6% | 4% | -20% | 30% | -28% | -23% | 3% | -1% |
| COc1cccc(/C=C/C(=O)NCc2cn3cc(Cl)ccc3n2)c1OC | 4.3% | 0% | 6%[57.1 µM] | 0% | 3%[57.1 µM] | -25% | 1% | -7% | 1% |

Source: PubChem

A portion of the library (hit frequency here may not be typical).
